LDHA inh – qHTS assay for inhibitors of human lactate dehydrogenase; L-lactate dehydrogenase A chain (Homo sapiens), P00338; purified LDHA, NADH/diaphorase-resazurin fluorescence; active compounds read low; activity change, % (values are at about 110 or 230 µM); hit rate 0.15% among 480,000; in the data active means activity change below about -30%;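 further: plate controls were DMSO wells for no effect and wells without enzyme for full effect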
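Enzyme activity of human lactate dehydrogenase 5 (2 nM; 0.06 mM NADH, 0.2 mM pyruvate, 5 min, RT) is measured via a resazurin/diaphorase fluorescence readout of residual NADH.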
Active calls of the source: *. This is a subset; count on the stated rates, not on these rows.

SMILES	LDHA inh
NCCNCCc1ccccc1	-6
CCOc1ccc(C(=O)CCC(=O)OCC(=O)c2ccc(OC)c(Br)c2)cc1	5
CCOc1ccc(N2C(=O)c3ccccc3NC2c2cn(C)c(=O)n(C)c2=O)cc1 (configuration not stated)	0
Cc1ccc(COc2cccc(C3C4=C(CCCC4=O)OC4=C3C(=O)CCC4)c2)cc1	-1
Cc1ccc2[nH]c(CSc3nnc(-c4ccccc4)n3C)cc(=O)c2c1	7
FC(F)(F)c1ccc(CCNC(=S)NC2CC2)cc1	0
COCCN1C(=O)COc2ccccc2C1C(=O)Nc1ccc2c(c1)OCCO2 (configuration not stated)	-1
O=C(Nn1c(-c2cccc(Cl)c2)nc2ccccc2c1=O)c1ccccc1Br	4
N#C/C(=C/c1ccccc1OCc1ccccc1)c1cccc(F)c1	6
CCc1ccc2oc(-c3cccc(NC(=O)c4cc(OC)c(OC)c(OC)c4)c3)nc2c1	-2
CCN(Cc1nc2ccccc2c(=O)[nH]1)C(=O)Cc1csc(-c2c(Cl)cccc2Cl)n1	-9
Cc1ccc(C(O)CNC(=O)Nc2ccccc2)cc1 (configuration not stated)	0
S=C(NCCC(c1ccccc1)c1ccccc1)Nc1ccc(Nc2ccccc2)cc1	5
CCOC(=O)c1cc(NC(=O)CC2Sc3ccccc3NC2=O)cc(C(=O)OCC)c1 (configuration not stated)	-8
O=C(Nc1ccccc1NC(=O)c1ccncc1)c1ccncc1	31
CC(Oc1ccc(Br)cc1Cl)C(=O)NN (configuration not stated)	8
O=C(OC(C(=O)c1ccccc1)c1ccccc1)c1ccco1 (configuration not stated)	-7
CCOCCCNc1nc(-c2ccc(S(=O)(=O)N3CCCCCC3)cc2)cs1	13
Cc1cccc2cc(C(=O)O)[nH]c12	3
CC(C)c1ccccc1NC(=O)c1ccc2ccccc2n1	1
CSc1cccc(NC(=S)NCCSc2ccc(Cl)cc2)c1	-2
CCOc1ccc2nc(COc3ccc(C)cc3)[nH]c2c1	1
CCCOc1ccccc1C(=O)N(Cc1ccc(C)cc1)C1CCS(=O)(=O)C1 (configuration not stated)	8
CC(C)Cn1cnc2nc(CSc3ccccc3NC(=O)c3ccccc3F)cc(=O)n21	2
O=C(Nc1ccccc1-c1nc(Cc2ccccc2)no1)c1cccs1	1
COc1ccc(S(=O)(=O)NCCc2nnc3ccc(SCc4ccccc4Cl)nn23)cc1	1
Cc1cc(NC(=O)C2CCCN(S(=O)(=O)c3ccc4[nH]c(=O)oc4c3)C2)ccc1Br (configuration not stated)	4
COc1ccc(NC(=O)COC(=O)c2cc3ccccc3cc2O)cc1Cl	8
O=c1c2c(nc(NCCO)n1C1CCCCC1)-c1ccccc1CC21CCCC1	9
O=C(CSc1nnc(-c2cccnc2)o1)c1ccc(S(=O)(=O)N2CCCC2)cc1	-2
CC(C)NS(=O)(=O)c1cccc(C(=O)OCc2nc3ccccc3o2)c1	-2
CCOCCn1c(N2CCC(C)CC2)nc2c1c(=O)[nH]c(=O)n2C	3
Cc1ccc(C(=O)c2ccccc2C(=O)OCc2ccccc2Cl)cc1	5
COc1ccc(NC(=O)CSc2nc3c(=O)[nH]cnc3n2C)c(OC)c1	-9
Cc1ccccc1-c1nc(CSCC(=O)NCc2ccc3c(c2)OCO3)c(C)o1	13
O=C(O)c1ccc(-c2ccccc2)cc1C(=O)O	-1
CCOC(=O)Cc1ccc(NC(=O)Nc2nnc(N3CCCC3)s2)cc1	-10
O=C(CCS(=O)(=O)C1CCCC1)NCC(O)c1cccc(Cl)c1 (configuration not stated)	2
CCN1CCN(S(=O)(=O)c2ccc(Cl)c(C(=O)N3CCN(c4ccccn4)CC3)c2)CC1	10
CCCCCn1nc(C(=O)Nc2cccc(S(=O)(=O)NC3=NCCC3)c2)c2ccccc2c1=O	-1
COc1cccc(CNC(=O)[C@@H]2CCCN2C(=O)[C@H]2CCCCN2C(=O)c2ccccc2C)c1	-7
CC(C)CCCC(C)NC(=S)NN (configuration not stated)	0
O=C(NCCN1CCC(n2c(=O)[nH]c3ccccc32)CC1)c1ccc(Cl)c(Cl)c1	0
Cc1ccc(CN2CCN(C(=O)c3ccn(COc4cccc(Cl)c4)n3)CC2)cc1	-2
Cc1ccc2nc(C)c(C(=O)NCC(=O)Nc3c(C)cccc3C)cc2c1	-4
COC(=O)c1ccc(COc2ccc3c(=O)c(-c4ccccc4OC)c(C)oc3c2)cc1	1
Cc1cccc(N2CCN(C(C(=O)NCc3ccccc3)c3ccc(F)cc3)CC2)c1C (configuration not stated)	3
Cc1ccccc1-c1cc(C(=O)NCCc2ccccc2)c2ccccc2n1	-4
CC/C(=N\O)c1cccs1	-2
CC1=C(C(=O)OCc2ccc3c(c2)OCO3)C(c2cccc(Cl)c2Cl)CC(=O)N1 (configuration not stated)	-14
Cc1nc2cc(NC(=O)COc3ccccc3Cc3ccccc3)ccc2o1	6
CS(=O)(=O)c1ccc(NC(=O)COc2ccccc2C(N)=O)cc1	-20
COc1ccc(-c2ccc(=O)n(CC(=O)N3CCC(Cc4ccccc4)CC3)n2)cc1	10
CN(Cc1ccccc1)C(=O)C1CCCN(Cc2cccc3ccccc23)C1 (configuration not stated)	2
CC(=O)Nc1cccc(NC(=O)COc2ccc3c(=O)c(-c4ccccc4)c(C)oc3c2)c1	8
CCNS(=O)(=O)c1cc(C(=O)NC)ccc1OC	2
O=C(NCCc1c[nH]c2ccc(Cl)cc12)c1ccccc1Br	4
CCc1ccccc1NC(=O)C(=O)NCCc1csc(-c2ccc(C(F)(F)F)cc2)n1	-1
COc1cccc(OC)c1OCc1ccon1	12
NC(=O)C1CN(CC(=O)Nc2ccccc2Cl)c2ccccc2O1 (configuration not stated)	5

More results follow:
SMILES	LDHA inh
Cc1cccc(Nc2nc(C)c(C(=O)Nc3ccccc3)s2)c1	1
COCc1nnc(NC(=O)Cn2ccc3c(Cl)cccc32)s1	-7
O=C(CSc1nnc(-c2ccccc2)c2ccccc12)c1ccc2c(c1)OCCCO2	-4
CCCNC(=S)Nc1cc(Cl)c(Cl)cc1Cl	1
O=C(O)CN1C(=O)S/C(=C\c2cn(CC(=O)N3CCOCC3)c3ccccc23)C1=O	4
COc1ccc(-n2ccn(CC(=O)Nc3c(C)cc(C)cc3C)c2=O)cc1	-10
COc1ccc(NC(=O)c2sc3c(c2C)C(c2cccc(C(F)(F)F)c2)CC(=O)N3)cc1 (configuration not stated)	-4
Cc1ccccc1NC(=O)CSc1nccc(-c2ccc(OC(F)F)cc2)n1	-1
CCOc1ccc(S(=O)(=O)[C@H]2CS(=O)(=O)C[C@@H]2N2CCN(c3ncccn3)CC2)cc1	-20
COc1ccccc1/C=C/c1nc(C#N)c(NCCCN2CCOCC2)o1	6
COC(=O)C1=C(N)N(c2ccc(Br)cc2)C2=C(C(=O)CCC2)C1c1ccc(OC)cc1 (configuration not stated)	2
Cc1ccc(S(=O)(=O)N2[C@@H](CO)CO[C@H]2CC(=O)c2ccccc2)cc1	1
O=C(NCCc1ccc(O)c(Br)c1)c1ccc(Br)o1	2
CCOc1ccc(CCN2C(=O)C(=O)N([C@@H](CC(C)C)CN3CCC[C@H]3CN3C(=O)C(=O)NC[C@@H]3CC(C)C)C[C@@H]2Cc2ccc(O)cc2)cc1	2
N#CCC(=O)Nc1ccc(C(=O)OCC(=O)N2CCN(c3ccccc3)CC2)cc1	8
Cn1c(=O)c2c(ncn2CCC(=O)Nc2cc(Cl)cc(Cl)c2)n(C)c1=O	10
COC(=O)C(CCSC)NC(=O)N(C1CCCCC1)C1CCCCC1 (configuration not stated)	5
O=C(NCC1CCCO1)Nc1c(NC2CCCC2)c2ccccc2oc1=O (configuration not stated)	-6
Cc1ccc(C(=O)NC2CC2)cc1NC(=O)NC1CCC(C)CC1 (configuration not stated)	3
Cc1ccc(NC(=O)CCCc2cccs2)c(Br)c1	6
COc1ccccc1-n1[nH]c(C)c(Cc2cccc(Cl)c2)c1=O	6
CCC(CC)(Cc1nc2ccccc2s1)C(=O)Nc1ccc(N2CCOCC2)cc1	5
COc1cc(C(=O)Nc2c(NCc3ccccc3)c3ccccc3oc2=O)cc(OC)c1OC	1
N#Cc1nc(-c2ccco2)oc1N1CCN(CC(=O)N2CCCCC2)CC1	10
CCN(CC)S(=O)(=O)c1ccc(N(C)C)c(NS(=O)(=O)c2ccccc2C(F)(F)F)c1	20
CCn1nc(C(=O)Nc2ccnn2C2CCCC2)c2ccccc2c1=O	0
O=C(CCc1cccnc1)NCc1ccccn1	-1
O/N=C/c1ccccc1Br	-2
CN(Cc1nc2ccccc2n1C(F)F)S(=O)(=O)c1ccccc1Br	9
CN(CCNC(=O)C1CCN(c2nc3cccnc3s2)CC1)C1CCCCC1	4
CCCOc1cccc(C2c3c(-c4c(C)cc(C)cc4O)n[nH]c3C(=O)N2CCO)c1 (configuration not stated)	-5
CCc1c(C)sc(NC(=O)c2ccc(C)s2)c1C(N)=O	0
O=c1c2cnc3nc(-c4ccncc4)nn3c2ccn1CCN1CCCCC1	-5
COc1ccccc1C(=O)CSc1nnc(Nc2cccc(C)c2C)s1	7
CC(C)CC1OC(C)CC2=C1C(=O)OC(C)(C)O2 (configuration not stated)	1
Cc1c(C(=O)OCc2ccccc2)sc(=S)n1C	-4

19 entries from above, as comma-separated lines:
smiles,LDHA inh
NCCNCCc1ccccc1,-6
CCOc1ccc(C(=O)CCC(=O)OCC(=O)c2ccc(OC)c(Br)c2)cc1,5
CCOc1ccc(N2C(=O)c3ccccc3NC2c2cn(C)c(=O)n(C)c2=O)cc1 (configuration not stated),0
Cc1ccc(COc2cccc(C3C4=C(CCCC4=O)OC4=C3C(=O)CCC4)c2)cc1,-1
Cc1ccc2[nH]c(CSc3nnc(-c4ccccc4)n3C)cc(=O)c2c1,7
FC(F)(F)c1ccc(CCNC(=S)NC2CC2)cc1,0
COCCN1C(=O)COc2ccccc2C1C(=O)Nc1ccc2c(c1)OCCO2 (configuration not stated),-1
O=C(Nn1c(-c2cccc(Cl)c2)nc2ccccc2c1=O)c1ccccc1Br,4
N#C/C(=C/c1ccccc1OCc1ccccc1)c1cccc(F)c1,6
CCc1ccc2oc(-c3cccc(NC(=O)c4cc(OC)c(OC)c(OC)c4)c3)nc2c1,-2
CCN(Cc1nc2ccccc2c(=O)[nH]1)C(=O)Cc1csc(-c2c(Cl)cccc2Cl)n1,-9
Cc1ccc(C(O)CNC(=O)Nc2ccccc2)cc1 (configuration not stated),0
S=C(NCCC(c1ccccc1)c1ccccc1)Nc1ccc(Nc2ccccc2)cc1,5
CCOC(=O)c1cc(NC(=O)CC2Sc3ccccc3NC2=O)cc(C(=O)OCC)c1 (configuration not stated),-8
O=C(Nc1ccccc1NC(=O)c1ccncc1)c1ccncc1,31
CC(Oc1ccc(Br)cc1Cl)C(=O)NN (configuration not stated),8
O=C(OC(C(=O)c1ccccc1)c1ccccc1)c1ccco1 (configuration not stated),-7
CCOCCCNc1nc(-c2ccc(S(=O)(=O)N3CCCCCC3)cc2)cs1,13
Cc1cccc2cc(C(=O)O)[nH]c12,3

Next section.
SMILES	LDHA inh
c1ccc(CNc2nc(Nc3ccccc3)nc3ccccc23)cc1	2
CC1CCN(c2ccc(NC(=O)c3ccccc3SC3CCS(=O)(=O)C3)cc2)CC1 (configuration not stated)	8
O=C(NCc1cccs1)C1CCN(c2nccn3nc(-c4ccc(F)cc4)cc23)CC1	4
O=S(Cc1cccc(C(F)(F)F)c1)Cc1ccc(F)cc1Cl (configuration not stated)	4
CNC(=O)NC(=O)CN(C)Cc1cccc(C(F)(F)F)c1	5
COc1cc(/C=C/C(=O)C2C(=O)C=C(C)OC2=O)cc(Cl)c1OC(F)F (configuration not stated)	13
O=C(O)CCCC(=O)OCCCc1ccccc1	8
CC(C(=O)NCc1ccco1)n1cnc2c1c(=O)n(C)c(=O)n2C (configuration not stated)	14
CCc1ccc2oc(C(=O)Oc3ccc(C#N)cc3)c(C)c2c1	-6
Cc1ccc(-n2cccc2)cc1N	-7
CCCCNC(=O)C(NC(=O)c1cnccn1)C(=O)c1ccccc1 (configuration not stated)	-7
CCc1cccc2cc(C(=O)O)[nH]c12	4
CC(C)Nc1nc(C(=O)Nc2ccc(O)cc2)cs1	-13
CC(Sc1nnc(Nc2ccccc2F)s1)C(=O)N1CCc2ccccc21 (configuration not stated)	4
Cc1ccc(/C=N/Nc2ccc(S(=O)(=O)Nc3ccc(Cl)cc3)cc2[N+](=O)[O-])cc1	5
COC(=O)c1ccc2nc(-c3cccc(Cl)c3)c(Cc3cccc(F)c3)n2c1	-2
O=C(Nc1ccccn1)C1CCN(c2nc3ccccc3o2)CC1	-3
Cc1ccc(OCC(=O)Nc2ccc(Br)cc2C(=O)O)cc1C	1
NC(N)=N/N=C/c1ccc([N+](=O)[O-])cc1	-3
C=CCNc1nc(-c2ccc3c(c2)C(C)C(=O)N3)cs1 (configuration not stated)	-15
COc1ccc(NC(=O)CCS(=O)(=O)c2ccc3c(c2)OCCO3)cc1OC(F)F	12
CCCNc1c(NS(=O)(=O)c2ccc3c(c2)oc(=O)n3C)c(=O)oc2ccccc12	8
CCOCCn1c(Br)nc2c1c(=O)n(C)c(=O)n2C	0
Cc1nc(SCC(=O)NC23CC4CC(CC(C4)C2)C3)n(C2CC2)c1C	2
COc1ccccc1NC(=O)C1=C(C)Nc2nc(SC)nn2C1c1ccccc1OC (configuration not stated)	1
O=C(OCc1ccc(F)cc1)C(c1ccccc1)N1CCC(O)CC1 (configuration not stated)	8
CC(=O)c1ccc(SCC(=O)N(C2CCCC2)C2CCCC2)c(F)c1	-4
O=C(COC(=O)c1ccco1)Nc1ccc(Cl)c(C(F)(F)F)c1	-1
Cc1nc2ccc(C(=O)N3CCOCC3)cc2nc1C	-3
COc1ccc2cc(C(=O)OC(C)C(N)=O)c(C)nc2c1 (configuration not stated)	-32*
